Screening data from PubChem.
HEK293 NOD2/NF-kB – inhibition of NOD2-driven NF-kB reporter – cell-based, luminescence, uHTS, HEK293 (AID 1566); HEK293 NOD2/NF-kB luciferase reporter, luminescence; higher % means a stronger effect; inhibition, % at 4 µM; hits with a dose series show EC50 in µM; 290,000 compounds, 0.63% hits; also: many of its hits are not listed in these tables
XIAP antagonists – small molecules displacing peptide from XIAP – biochemical, IAP family, fluorescence polarization (AID 1018); XIAP BIR domain, fluorescence polarization peptide displacement; higher % means a stronger effect; 200,000 compounds, 0.007% hits; displacement, % at 20 µM, or IC50 in µM where a hit was titrated; in the data active = displacement above about 50%; also: a part of the inactive calls stands beside numbers as strong as those of hits
ER stress rescue – rescue of cells from ER stress-induced death, primary screen, 384-well, CSM14.1, thapsigargin, ATP luminescence (AID 1222). CSM14.1 thapsigargin-induced death rescue, ATP luminescence; higher % means a stronger effect. cellular ATP content (survival), % at 20 µM; hits with a dose series show EC50 in µM. 190,000 tested, under 10 active;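 active = EC50 below 50 µM in the dose-response confirmation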;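 also: death triggered by thapsigargin at about 15 µM added after 2 h compound pretreatment; cell ATP read after overnight thapsigargin exposure of roughly 18 to 22 hours; normalized against plate controls of thapsigargin alone and 5% DMSO vehicle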
AID2073 – disruptors of CaV2.2 binding to Mint1 – biochemical, HTRF (AID 2073); HTRF protein-protein interaction, Mint1-CaV2.2; higher % means a stronger effect; one-dose inhibition, % at 20 µM; IC50 in µM for titrated hits; 290,000 compounds, 0.19% hits; in the data active = inhibition mostly above about 51%, no sharp cut-off; inconclusive = no clear call, values can overlap the other calls; inactive = mostly below about 53%; also: some results filed as inactive read as strong as hits
LYP phosphatase – PTPN22 lymphoid phosphatase activity blockers – biochemical, fluorescence intensity, uHTS (AID 1779) | recombinant LYP phosphatase, fluorescence intensity; higher % means a stronger effect | one-dose inhibition, % at 11.5 µM; IC50 in µM for titrated hits | 290,000 compounds, 0.054% hits;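 also: plate controls were vehicle with enzyme for no effect and no enzyme for full effect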
M1AAP inhibition – P. falciparum M1AAP inhibitors, biochemical, fluorogenic H-Leu-NHMec substrate, 1536-well (AID 1445); recombinant M1AAP, H-Leu-NHMec fluorogenic kinetic assay; higher % means a stronger effect; inhibition, % at 30 µM, or IC50 in µM where a hit was titrated; 220,000 compounds, 0.42% hits;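 active = primary inhibition above the hit cutoff, then over 50% inhibition at one or more dose response concentrations, cut at about 23% in these data, passing the limit was not always enough; inconclusive = conflicting primary data, or primary hits not chosen for dose response; inactive = low primary inhibition, or under 50% at every dose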;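 also: plate controls were DMSO full reaction for no effect and no enzyme background for full effect; strong numbers were not always called active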
Siah-1 displacement – blockers of Siah-1 interaction with plectin peptide – biochemical, fluorescence polarization, rhodamine-plectin, uHTS, primary screen (AID 1817); Siah-1 / rhodamine-plectin peptide fluorescence polarization; higher % means a stronger effect; displacement, % at 20 µM, or IC50 in µM where a hit was titrated; 290,000 compounds, 0.02% hits;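 active = displacement of at least 50% at 20 µM, with a fluorescence ratio check between 0.3 and a set limit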;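 also: plate controls were Siah plus tracer with DMSO for no effect and tracer alone without Siah for full effect; strong numbers were not always called active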
P. falciparum M17LAP – P. falciparum M17LAP inhibitors, primary screen, biochemical, fluorogenic H-Leu-NHMec substrate, 1536-well (AID 1619) | recombinant M17LAP, H-Leu-NHMec fluorogenic kinetic assay; higher % means a stronger effect | one-dose inhibition, % at 30 µM; IC50 in µM for titrated hits | 220,000 compounds, 0.38% hits;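 active = compound inhibiting the enzyme by more than half at any dose during confirmatory dose-response retesting; inconclusive = strong single-dose inhibitors picked by rank but not retested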;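 also: plate controls were full reaction with DMSO carrier for no effect and no enzyme background for full effect; strong numbers were not always called active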
Lipid droplet – hepatic lipid droplet formation modulation; AML12 mouse hepatocytes, oleate lipid droplets, BODIPY imaging; inhibition, % at 6.5 µM; 240,000 compounds, 0.4% hits; AID 1656;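 active = lipid droplet intensity inhibited by at least 50%, with more than 500 cells counted; inconclusive = wells with under 300 cells, treated as cytotoxic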
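System: AML12 hepatocytes (mouse). Probe or stimulus: oleic acid at 100 µM to induce lipid droplet formation. Times: overnight treatment with compound plus oleate. Detection: Image-based BODIPY and DAPI two-channel analysis. Evaluation: percent inhibition of filter-corrected integrated lipid droplet intensity per well.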
Lipid droplet cells 6.5 µM – second read-out of Lipid droplet, no call of its own (marks repeat the call); cell count; measured here: cell count, cytotoxicity flag;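 cells counted across two imaged fields per well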
* = called active by the depositor; ? = inconclusive; . = no result given. Rule as the data show it, unless noted: active = inhibition above about 50%; inactive = the rest. This is a subset (hit frequency here may not be typical).

SMILES | HEK293 NOD2/NF-kB | XIAP antagonists | ER stress rescue | AID2073 | LYP phosphatase | M1AAP inhibition | Siah-1 displacement | P. falciparum M17LAP | Lipid droplet | Lipid droplet cells 6.5 µM
O=C(O)c1ccc(OCCOc2ccccc2)cc1 | 10% | . | . | 11% | 2% | 3% | 2% | 20% | 8 | 732
CCOC(=O)C(=CNc1ccc(C(F)(F)F)cc1)C(=O)OCC | 5% | . | . | -9% | -2% | 2% | 14% | -3% | 0 | 755
NC(=O)C1=C[C@H](C2CCCCC2)C[C@H](OCc2ccc(CO)cc2)O1 | -160% | -0.5% | 1.8% | 2% | -2% | 0% | 6% | 1% | -1 | 775
COCCNC(=O)CC(NS(=O)(=O)c1ccc(C)cc1)c1ccco1 (stereo unspecified) | -6% | -1.0% | -1.5% | -6% | -2% | 10% | -5% | 21% | . | .
CCOC(=O)c1[nH]c2ccccc2c1NC(=S)Nc1cc(C)ccc1C | -9% | -7.2% | -4.4% | -11% | -3% | -7% | -2% | 6% | 0 | 728
CCCCN1C(=O)Nc2ccccc2S1(=O)=O | 10% | -2.8% | -1.7% | -2% | -1% | 4% | -2% | 7% | 13 | 661
Clc1ccc(OCc2nc3ccccc3[nH]2)cc1 | -108% | -5.7% | . | 4% | 7% | 1% | 0% | 2% | 4 | 712
COCc1cc(C)nc(Nc2cc(C)ccc2C)c1C#N | -9% | -3.2% | -0.9% | 19% | 6% | -2% | -4% | -5% | . | .
Cc1ccc(-n2nc3c(c2NC(=O)c2ccccc2)CS(=O)(=O)C3)cc1C | 1% | . | . | -4% | -9% | . | 9% | . | -7 | 637
CCCCCCN1CC(O)=C(c2ccccc2)C1=N | -8% | 1.8% | -2.6% | -2% | -1% | 1% | 6% | 2% | -10 | 746
Cc1ccnc(NS(=O)(=O)c2ccc(NC(=O)c3ccc(C)o3)cc2)n1 | 21% | -3.3% | -1.6% | -8% | 0% | -9% | 4% | 8% | -7 | 751
Cc1ccc(Nc2cc(C)nc(-c3ccccc3O)n2)cc1 | 2% | -5.8% | 1.1% | 12% | 0% | -3% | -1% | -8% | . | .
Cc1sc2ncn(/N=C/c3ccco3)c(=O)c2c1C | -24% | . | . | -14% | -3% | . | 0% | . | 5 | 649
Cc1nc2ccccc2cc1OCc1ccc(F)cc1 | 23% | -4.6% | -0.7% | -6% | 1% | -1% | 5% | -8% | -26 | 668
Cc1cccc(CSc2nc3[nH]ncc3c(=O)[nH]2)c1 | -42% | -1.2% | . | 10% | -1% | 16% | 3% | 7% | -6 | 672
O=C(COC(=O)c1cc(Cl)ccc1Cl)NC1CCCC1 | -4% | . | . | 12% | -9% | . | 4% | . | 0 | 814
CC12CCC(C(=O)NCc3ccc4c(c3)OCO4)(CC1=O)C2(C)C (stereo unspecified) | 3% | -1.2% | 0.7% | -12% | 1% | 7% | 3% | -2% | 0 | 698
CCS(=O)(=O)N1CCCC(C(=O)NCCc2ccc(OC)c(OC)c2)C1 (stereo unspecified) | 3% | 1.9% | . | -11% | -2% | 20% | -1% | 1% | 16 | 725
COc1ccc(N2CCN(CCNC(=O)CCS(=O)(=O)c3cccc4nsnc34)CC2)cc1 | 17% | -5.4% | -1.8% | -9% | -6% | 2% | -5% | 17% | 14 | 802
COc1ccc(NC(=S)NCc2cccnc2)cc1OC | 20% | -3.4% | -1.8% | 5% | 3% | 7% | -2% | -4% | 0 | 714
CCOC(=O)c1cc2c(s1)-c1ccccc1CC2 | -27% | -3.8% | 1.3% | 4% | -1% | 8% | 4% | 6% | . | .
COC(=O)C(CCCCNC(=O)c1ccc([N+](=O)[O-])cc1)NC(=O)c1ccc([N+](=O)[O-])cc1 (stereo unspecified) | 18% | -2.2% | -1.2% | 1% | -3% | -2% | -3% | 0% | 1 | 764
CC(/C=C/c1ccccc1)=N\NC(=O)Cn1nc(C)cc1C | -1% | -6.0% | -2.6% | 5% | -5% | 10% | 6% | -1% | 2 | 676
CC(C)CN(C(=O)COC(=O)c1nc(Cl)ccc1Cl)c1c(N)n(Cc2ccccc2)c(=O)[nH]c1=O | 0% | . | . | 7% | -8% | . | -3% | . | 0 | 646
c1ccc2oc(-c3ccn[nH]3)cc2c1 | -84% | . | . | -11% | -10% | -3% | -1% | -9% | -11 | 704
Cn1cc(S(=O)(=O)c2ccccc2)n(C)c1=O | 8% | -3.1% | -1.2% | -3% | -10% | 1% | 4% | -4% | 0 | 704
Cc1ccc(Cn2c(=O)c3c(nc4n3CCN4Cc3ccco3)n(C)c2=O)cc1 | 18% | -6.2% | -2.0% | 12% | 0% | 12% | -4% | -8% | 13 | 755
Cc1ccc(-n2c(C)cc(/C=c3/sc4nc5ccccc5n4c3=O)c2C)cc1 | 0.49µM* | -5.8% | -3.9% | 0% | 4% | 8% | 1% | -1% | 17 | 772
COc1ccc(NC(=S)Nc2ccccc2F)c(OC)c1 | 4% | -1.5% | 2.2% | -18% | -2% | -4% | -1% | -2% | . | .
COc1cccc(/C=C/C(=O)OCC(=O)Nc2ccc(Cl)c(S(=O)(=O)N(C)C)c2)c1 | 10% | -0.5% | 2.4% | 16% | 0% | 3% | 2% | 1% | 3 | 742
O=C(N/C(=C/c1ccccc1)C(=O)N1CCCCC1)c1ccco1 | 13% | . | . | -5% | -11% | . | -1% | . | -5 | 799
COCCCNC(=S)N(CCO)Cc1cc2cc3c(cc2[nH]c1=O)OCCO3 | 8% | . | . | 8% | -3% | . | -4% | . | 3 | 802
Cc1nn(-c2ccccc2)c(Cl)c1C(=O)OCC(=O)NCCc1ccccc1 | 11% | . | . | 3% | -4% | . | 4% | . | 2 | 686
CCOC(=O)c1ccc(NS(=O)(=O)c2cn(C)cn2)cc1 | 4% | . | . | 4% | -14% | . | -4% | . | 22 | 776
O=C(CSc1nnc(CNc2ccc(Cl)cc2)o1)Nc1nc2ccccc2s1 | -7% | -4.0% | -1.2% | 4% | 0% | -13% | 2% | 29% | . | .
Cc1ccc(C(=O)NCc2ccc(N3CCN(C)CC3)cc2)cc1C | 9% | . | . | 10% | -6% | . | -5% | . | -6 | 878
Cc1cc(=O)oc2c1c(C)nn2-c1ccc(C(=O)OC(C)C)cc1 | 10% | -6.6% | -1.7% | 3% | -5% | . | -6% | . | -1 | 623
O=c1[nH]c(C2CCN(S(=O)(=O)Cc3ccccc3)CC2)nc2c1nnn2Cc1cccc(Cl)c1 | 14% | . | . | 10% | 0% | . | 1% | . | -10 | 770
COc1ccccc1C(=O)N(CN1CCCC1=O)c1cccc(Cl)c1 | 6% | -1.4% | -0.9% | -4% | -5% | 3% | -2% | 13% | 0 | 714
Cc1noc(C)c1C(=O)NCc1ccccc1Br | -1% | -5.1% | -0.8% | -11% | -2% | 3% | -1% | -7% | 5 | 706
O=C(CCNS(=O)(=O)c1ccccc1)N1CCOCC1 | -8% | . | . | -1% | -5% | . | -2% | . | -2 | 690
CC(C)OC(=O)CC1C(=O)NCCN1C(=S)NC(=O)c1ccccc1 (stereo unspecified) | 12% | -7.1% | -0.4% | -1% | -9% | 4% | -5% | -2% | 15 | 684
CCc1cc2cc3c(cc2nc1SCC(=O)Nc1nnc(C)s1)OCCO3 | 18% | -13% | -2.2% | 17% | -1% | 1% | 6% | 3% | -1 | 631
CCCC[C@@H]1CNC(=S)N1CCCC | -2% | -0.3% | -1.1% | -12% | -3% | 3% | -4% | 4% | -2 | 712
COc1cc2c(cc1OC)CN(Cc1cc(=O)n3cc(C)ccc3n1)CC2 | 7% | -0.1% | -0.3% | ? | -6% | . | -3% | . | . | .
Nc1cc(OCC(F)(F)F)cc([N+](=O)[O-])c1 | 15% | -2.8% | -1.8% | -1% | -1% | -2% | 4% | -3% | -2 | 738
CCc1nc2ccccc2c(C(=O)NCc2ccc(OC)cc2)c1C | 19% | 2.6% | -0.6% | -7% | -8% | 15% | -5% | 11% | -12 | 674
COc1ccccc1NC(=O)NNC(=O)CN1C(=O)COc2ccccc21 | 4% | . | . | -3% | -10% | . | 11% | . | -3 | 760
O=S(=O)(c1ccc(F)cc1)N1CN(Cc2ccco2)c2nc3ccccc3nc21 | 5% | 0.6% | -1.3% | -1% | 0% | 13% | 1% | 12% | -12 | 675
O=C(OCCOc1ccccc1)c1n[nH]c2ccccc12 | -89% | . | . | 2% | 0% | 6% | 5% | 1% | 2 | 728
Cc1c(N/C(=N/S(=O)(=O)c2ccc(Cl)cc2)c2ccccc2)c(=O)n(-c2ccccc2)n1C | 2% | -6.8% | -3.3% | 1% | -2% | 7% | -3% | 7% | -24 | 692
O=S(=O)([O-])CCC[n+]1c(SCCCS(=O)(=O)O)sc2ccc(Cl)cc21 | 7% | -8.3% | -1.0% | -2% | -10% | 6% | 0% | -78% | 7 | 710
COc1ccc(Cl)cc1C(=O)Nc1ccc2c(c1)OCO2 | -26% | -2.6% | -1.5% | -6% | -2% | -16% | -2% | 8% | . | .
COc1ccc(CCNC(=O)C2CCN(S(=O)(=O)c3ccc(C)cc3)CC2)cc1OC | -18% | . | . | 8% | 0% | . | -2% | . | 5 | 844
CN(c1cccc(NC(=O)COc2ccccc2)c1)S(C)(=O)=O | -41% | -5.6% | . | -2% | -7% | -1% | -3% | -1% | -12 | 751
CCCCOc1ccccc1C(=O)N(Cc1ccc(C)o1)C1CCS(=O)(=O)C1 (stereo unspecified) | -6% | . | . | 4% | -11% | . | 2% | . | 64* | 683*
COc1cc(OC)cc(-c2nc3ccccc3c(=O)n2OC(=O)c2ccccc2C)c1 | 23% | -3.6% | -2.7% | -4% | -5% | 14% | 5% | 3% | 10 | 610
O=C(c1cccs1)N1CCC(c2nc3ccccc3s2)CC1 | 9% | -3.4% | 0.8% | 8% | 1% | 10% | -1% | 7% | . | .
Cc1ccccc1C(=O)Nc1ccc(S(=O)(=O)Nc2onc(C)c2C)cc1 | 7% | . | . | -7% | -10% | -1% | -6% | 12% | -12 | 695
Cc1cc2c(ncn2C)c(NS(=O)(=O)c2cc(Cl)ccc2Cl)c1C | 12% | -0.8% | -0.5% | 6% | -1% | 5% | 4% | -8% | -1 | 574
